Compound activity (PubChem BioAssay)
RGS4 inh: human RGS4 inhibition; P49798; HEK293 M3R/RGS4 inducible, Fluo-4 calcium flux; stronger effect = higher value; triggered by carbachol at its EC20; B-score at 10 µM; 310,000 tested, 0.45% active; AID 463165;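 active = B-score, a plate-corrected calcium signal, over three deviations above library mean, with baseline fluorescence within five deviations of library mean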;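 note: RGS4 expression induced by doxycycline in cells with stable M3 receptor; B-score is computed from the integrated fluorescence ratio over baseline after carbachol; higher B-score means a larger calcium signal and so more RGS4 inhibition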
Target sequence (P49798 whole entry, looked up): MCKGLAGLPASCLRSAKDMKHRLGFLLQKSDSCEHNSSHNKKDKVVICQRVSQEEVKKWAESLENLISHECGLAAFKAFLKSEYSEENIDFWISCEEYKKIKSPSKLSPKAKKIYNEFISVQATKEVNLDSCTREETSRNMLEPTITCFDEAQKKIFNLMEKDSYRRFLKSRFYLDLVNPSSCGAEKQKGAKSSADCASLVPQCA
TRPC6 activator: activators of mouse TRPC6 channel | Q61143 | HEK293-TRPC6 membrane potential dye fluorescence; stronger effect = higher value | B-score at 10 µM | 310,000 tested, 0.13% active | AID 2550;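 active = B-score of the integrated fluorescence ratio above library mean plus 3 SD, and starting fluorescence ratio within library mean plus 5 SD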;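 note: higher score means more depolarization so channel activation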
MrgX1 PAM: allosterically activates human MrgX1 receptor signaling; MrgX1-HEK293, Fluo-4 calcium flux, FDSS; stronger effect = higher value; B-score at 10 µM; Q96LB2; AID 588675; 310,000 tested, 0.63% active;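 active = plate-corrected calcium response at least 3 library SD above typical, normal starting fluorescence, not activating the receptor alone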;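 note: compound read alongside a low EC10 to EC30 dose of BAM8-22 agonist; peak minus trough fluorescence over baseline measured at the second addition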
Target sequence (Q96LB2 whole entry, looked up): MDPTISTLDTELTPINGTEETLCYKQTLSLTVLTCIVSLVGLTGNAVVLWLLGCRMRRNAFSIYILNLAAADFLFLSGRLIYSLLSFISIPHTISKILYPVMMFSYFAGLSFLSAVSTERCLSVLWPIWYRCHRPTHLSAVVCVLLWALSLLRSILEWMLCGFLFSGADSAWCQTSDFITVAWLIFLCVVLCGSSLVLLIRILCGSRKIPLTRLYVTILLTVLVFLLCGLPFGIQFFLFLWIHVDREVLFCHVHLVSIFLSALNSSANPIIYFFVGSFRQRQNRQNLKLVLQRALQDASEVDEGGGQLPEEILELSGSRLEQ
MrgX1 ag: agonists of human MrgX1 receptor; MrgX1-HEK293 cells, Fluo-4 calcium fluorescence, agonist mode; stronger effect = higher value; B-score at 10 µM; 310,000 tested, 0.44% active;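 active = calcium response B-score plate-corrected fluorescence ratio at least 3 library SD, with starting fluorescence B-score inside 5 SD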
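Material: MrgX1-expressing HEK293 cells; input: 15,000 cells per well; doses: test compound given as first of three sequential additions; schedule: overnight plating before 1 h dye loading; technique: Fluo-4 NW calcium-flux fluorescence, kinetic read; evaluation: baseline-normalised fluorescence change ratio, B-scored; control set: plate-wise positive and negative controls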
TRPC6 inh: inhibitors of mouse TRPC6 channel; B-score at 10 µM; AID 2553; 310,000 tested, 1.1% active; HEK293-TRPC6, membrane potential dye, ACh-evoked depolarization; stronger effect = lower value;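 active = B-score under library mean minus 3 SD, initial fluorescence not abnormally high, positive integrated signal ratio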;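 note: B-score derived from integrated fluorescence ratio over the kinetic read; more negative B-score means stronger inhibition of depolarization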
MrgX1 antagonist: human MrgX1 receptor antagonism, primary screen; MRGX1-HEK293 calcium flux, Fluo-4, BAM8-22 antagonism; stronger effect = lower value; B-score at 10 µM; Q96LB2; 310,000 tested, 1.3% active;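 active = calcium-response B-score plate-corrected more than 3 library SD below zero, starting fluorescence within 5 deviations, no agonist response on first addition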;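 note: peak minus trough fluorescence over baseline after final BAM8-22 challenge near maximal dose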
HIF act: HIF pathway transcriptional activation; U2OS HRE-luciferase reporter, luminescence; normalized: DMSO 0%, desferrioxamine 100%; activation, % at 7.5 µM (by protocol); 300,000 tested, 0.32% active;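 active = mean activation of at least 10% of the iron chelator positive control signal, with at least half of replicates also reaching 10%; inconclusive = mean and replicate majority disagree about reaching 10%; inactive = mean and most replicates under 10%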
SKKanGAS inh: SKKanGAS growth inhibition. S. pyogenes SKKanGAS, kanamycin growth, BacTiter-Glo, 6 h. inhibition, % at 7.5 µM. 300,000 tested, 1.3% active. AID 1662;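 active = mean replicate score, as percent of positive control median, at least 50; inconclusive = mean below 50 but one replicate at or above 50; inactive = mean and every replicate below 50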;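 note: strain carries kanamycin resistance gene driven by streptokinase promoter and grows in 40 µg/ml kanamycin; loss of luminescence reflects streptokinase promoter inhibition or plain growth inhibition; 0% = median of DMSO wells and 100% = positive control at its reference dose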
RGS4 act: potentiators or activators of RGS4. B-score at 10 µM. HEK293 M3R/inducible RGS4, carbachol calcium flux Fluo4; stronger effect = lower value. 310,000 tested, 0.92% active. AID 463111;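 active = B-score of the integrated calcium signal more than 4 SD below the library mean, with starting fluorescence not abnormally high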;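 note: negative B-score means reduced calcium response which marks RGS4 activation or potentiation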
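Assay system: Inducible-RGS4 HEK293 cells carrying M3 receptor | Schedule: Compound preincubation 20 min at room temperature before agonist | Signal: Kinetic calcium fluorescence imaging with Fluo4-AM dye, 2 µM | Read-out basis: B score from integrated fluorescence ratio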
Platelet DG rel: platelet dense granule release activity | human platelet-rich plasma, SFLLRN dense granule ATP release, luminescence | inhibition, %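 (compounds screened at 7.5 µM in platelet-rich plasma)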 | 300,000 tested, 0.22% active | AID 1663;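 active = mean replicate score, as percent of positive control, at or above 50; inconclusive = mean below 50 but at least one replicate at or above 50; inactive = mean and every replicate below 50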
TRPC4 inh: TRPC4 (mouse) channel inhibition. Q9QUQ5. HEK293 TRPC4beta/mu-opioid, DAMGO-evoked Fluo4 calcium flux; stronger effect = lower value. B-score at 10 µM. 300,000 tested, 0.39% active;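 active = B-score over 3 SD under the library average, no early fluorescence shift, positive overall ratio signal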
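test system = HEK293 cells with stable TRPC4beta plus mu-opioid receptor expression | detection = Fluo4 Ca2+ flux fluorescence | read-out = integrated fluorescence ratio relative to baseline, converted to per-well B score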
Starred values were filed as active, the others as inactive; i = inactive; ? = inconclusive; · = not tested or not shown.

molecule,RGS4 inh,TRPC6 activator,MrgX1 PAM,MrgX1 ag,TRPC6 inh,MrgX1 antagonist,HIF act,SKKanGAS inh,RGS4 act,Platelet DG rel,TRPC4 inh
N#CC(C#N)=C1C=C2C=C(N3CCOCC3)CCC2CC1 (configuration not stated),i,i,·,·,i,·,-0.9,-0.9,i,-2.7,i
CC(=O)c1cccc(NC(=O)NCCS(C)=O)c1 (configuration not stated),i,i,i,i,i,i,-0.2,-7.6,i,2.6,i
CCCn1nnnc1NCc1ccc(F)cc1,i,i,i,i,i,i,0.0,2.7,i,-5.8,i
O=C(O/N=C(\c1ccccc1)c1ccccn1)c1cccc2ccccc12,i,i,i,i,i,i,-1.1,-10.3,i,3.2,i
Cc1cccc(C(=O)O/N=C2/CC3CCC2(C)C3(C)C)c1 (configuration not stated),i,i,8.19*,i,i,i,-0.1,2.2,i,-5.2,i
Clc1cc(Br)ccc1NCc1cccnc1,i,i,i,i,i,i,0.7,2.6,i,-5.0,i
Cc1cc(Br)ccc1NC(=S)N1CCOCC1,i,i,i,i,i,i,-0.4,-3.0,i,1.1,i
Cc1cccc(N2C(=O)c3ccc(C(=O)Nc4c[nH]c(=O)[nH]c4=O)cc3C2=O)c1,i,i,i,i,i,i,0.1,3.8,i,2.9,i
COc1ccc(NC(=O)CN(C)C(=O)c2cn(-c3ccccc3)nc2-c2ccc(Cl)cc2)cc1,i,i,i,i,i,i,-27.6,21.7,i,-3.4,i
Cc1nc(SCC(=O)Nc2cccc(C(=O)O)c2)n[nH]1,i,i,i,i,i,i,-0.4,-0.6,i,-5.6,i
O=C(c1ccco1)N1CCCN(Cc2nc(-c3cccs3)no2)CC1,i,i,i,i,i,i,0.3,-6.0,i,?,i
Cc1ccc(S(=O)(=O)N(C)C)cc1NC(=O)C(C)NC(C)c1cccs1 (configuration not stated),i,i,i,i,i,i,-0.2,7.7,i,-15.0,i
CSc1nsc(SCC(=O)Nc2ccccc2)n1,i,i,i,i,i,i,-0.8,-6.1,i,4.9,i
CCn1c(C)nnc1SCC(=O)Nc1cccc(C(F)(F)F)c1,i,i,i,i,i,i,-24.5,1.2,i,0.6,i
Cc1ccc(NC(=O)c2cc(S(=O)(=O)Nc3ccc(C)cc3)cs2)cc1,i,i,i,i,i,i,-0.2,43.8,i,11.9,i
CCOc1ccccc1N(C)C(=O)c1cn(CC)c(=O)c2cc(OC)c(OC)cc12,i,i,·,·,i,·,-1.4,0.1,i,-1.2,i
Cc1ccc(NC(=O)c2ccc(OCC3CCCO3)cc2)cc1 (configuration not stated),i,i,i,i,i,i,·,-3.6,i,-2.4,i
CCc1ccc(-c2csc3nc[nH]c(=O)c23)cc1,i,i,i,i,i,i,-0.1,16.4,i,-0.7,i
N#Cc1c(NC(=O)COC(=O)c2ccc(F)cc2)sc2c1CCC2,i,i,i,i,i,i,0.2,-3.8,i,-8.6,i
COc1cccc(C(C(=O)NCc2ccccc2)N(C(=O)c2csnn2)C2CC2)c1 (configuration not stated),i,i,i,i,i,i,-1.9,-1.9,i,3.2,i
CCOc1ccc(CCNC(=O)CN2C(=O)NC3(CCCCC3)C2=O)cc1OCC,i,i,i,i,i,i,-1.5,-4.1,i,·,i
COC(=O)c1ccccc1NC(=O)CSc1n[nH]c(CC(C)C)n1,i,i,i,i,i,i,-0.4,-0.4,i,-6.1,i
O=C(/C=C/c1ccc(Cl)c(Cl)c1)NCCCn1ccnc1,i,i,i,i,i,i,1.0,-9.2,i,1.9,i
C=C1c2cc(C)ccc2NC(=O)N1c1ccccc1,i,i,i,i,i,i,0.3,-7.0,i,-5.9,i
O=C1c2ccccc2CC1(Cc1ccccc1)Cc1ccccc1,i,i,i,i,i,i,-0.8,57.0*,-7.07*,-1.7,i
O=C(COc1ccc(/C=N/NS(=O)(=O)c2ccccc2)cc1)Nc1cccc(Cl)c1,i,i,i,i,i,i,2.1,14.3,i,0.6,i
Cc1cnc(C)c(N2CCC(C(=O)NCc3ccco3)CC2)n1,i,i,i,i,i,i,-0.2,1.1,i,-5.7,i
NC(=O)c1ccc[n+](CC(=O)c2ccc(Br)cc2)c1,i,i,i,i,i,i,0.4,-5.8,i,-4.3,i
CCC1Nc2ncnc(N3CCN(c4ccccn4)CC3)c2N(Cc2ccc(Cl)cc2)C1=O (configuration not stated),i,i,i,i,i,i,0.9,8.1,i,8.4,i
CCOC(=O)Cn1c(C)cc(=O)c2cccc(C)c21,i,i,i,i,-7.7*,i,-0.2,-2.8,i,7.0,i
CC(C)=CCN1CCN(Cc2coc3ccc(C)cc3c2=O)CC1CCO (configuration not stated),i,i,i,i,i,i,-1.1,7.3,i,2.7,i
CCN(CC)C(=O)C(=O)Nc1cccc(Br)c1,i,i,i,i,i,i,1.7,·,i,-0.1,i
Cc1ccc(CN2CCN(Cc3c(C)nn(-c4ccc(F)cc4)c3C)CC2CCO)o1 (configuration not stated),i,i,i,i,i,i,-0.3,17.2,i,-7.3,i
O=c1[nH]c(-c2ccccn2)cc2ccccc12,i,i,i,i,i,i,2.4,-0.8,i,-3.2,i
COc1ccccc1Oc1ccc(NC(=O)Cc2ccccc2)cc1,i,i,i,i,i,i,1.0,-1.9,i,4.3,i
COC(=O)c1c(NC(=O)CN2CCN(c3ccccc3OC)CC2)c2cc(C)ccc2n1C,i,i,i,i,i,i,-0.9,14.1,i,-4.3,i
Cc1ccc(NC(=S)NC(=O)C2CCCC2)cc1C,i,i,i,i,i,i,4.9,9.3,i,2.7,i
Cc1noc(NS(=O)(=O)c2ccc(N/C=C\C(=O)c3cccc4ccccc34)cc2)c1C,5.92*,i,i,i,i,i,0.0,39.7,i,5.5,i
CC1(C)Cc2c(sc3c2C(=O)N(c2ccccc2)C2=NCCN23)CS1,i,i,i,i,i,i,-0.2,-3.3,i,2.2,i
Cc1ccc(S(=O)(=O)NCCC(=O)Nc2nccs2)cc1,i,i,i,i,i,i,-0.5,-2.9,i,7.0,·
NC(=S)N/N=C/c1ncc(C(F)(F)F)cc1Cl,i,i,i,i,i,i,0.3,9.4,i,-5.2,i
CC(Oc1ccc2c3c(c(=O)oc2c1)CCC3)C(=O)NCC1CCC(C(=O)O)CC1 (configuration not stated),i,i,i,i,i,i,0.6,4.8,i,-4.9,i
Cc1ccc(/C(O)=C2\C(=O)C(=O)N(Cc3cccnc3)C2c2ccccc2[N+](=O)[O-])cc1 (configuration not stated),i,i,i,i,i,i,1.5,11.8,i,-2.5,i
COc1ccc(S(=O)(=O)N2CCOCC2)cc1C(=O)N1CCCCC1,i,i,i,i,i,i,-0.5,0.1,i,-1.1,i
Cc1cc(S(=O)(=O)NC2CC(C)(C)NC(C)(C)C2)c(Cl)cc1Cl,i,i,i,i,i,i,0.0,6.1,i,-8.1,i
CN(C)c1cccc(C(=O)OC(C(=O)Nc2ccc(Cl)cc2C(F)(F)F)c2ccccc2)c1 (configuration not stated),i,i,i,i,i,i,0.1,6.1,i,-5.5,i
CC(=O)N1CCc2cc(S(=O)(=O)Nc3cccc(C(F)(F)F)c3)ccc21,i,i,i,i,i,i,0.3,-5.9,i,-4.5,i
Cc1ccc(/C=C/C(=O)NC(=S)N2CCN(C)CC2)cc1,i,i,i,i,i,i,0.0,2.1,i,-3.4,i
CCOC(=O)CSc1nc2ccc(NC(=O)CSc3nnnn3Cc3ccccc3)cc2s1,i,i,6.92*,i,i,i,0.2,3.6,i,14.7,i
O=C(CCCN1C(=O)c2cccc3cccc(c23)C1=O)N1CCN(c2ccccc2)CC1,i,i,i,i,i,i,-0.4,3.2,i,-10.3,i
COc1cc(/C=N/Nc2ccc(C(F)(F)F)cn2)cc(OC)c1O,i,i,·,·,i,·,0.6,-5.9,i,1.3,i
Cc1cccc(NC(=S)NNC(=O)CCn2nc(C)c([N+](=O)[O-])c2C)c1,i,i,i,i,i,i,-0.4,-4.7,i,3.4,i
CCOC(=O)c1cccc(Nc2ncnc3ccccc23)c1,i,i,i,i,i,i,0.2,-4.2,i,-2.1,i
Cc1c(Cl)cccc1NC(=O)Cn1c(CCC(=O)O)ccc1-c1ccc(Cl)cc1,i,i,i,i,i,i,-0.3,11.4,i,-3.4,i
CCOc1ccccc1-n1c(SCC(=O)N2CCCc3ccccc32)nnc1-c1cccnc1,i,i,i,i,i,i,0.1,6.9,i,-3.0,i
CC(=O)NS(=O)(=O)c1ccc(NS(=O)(=O)c2ccc(F)cc2)cc1,i,i,i,i,i,i,0.1,-3.7,i,2.1,i
Cc1ccccc1NC(=O)C1Cc2ccccc2CN1C(=O)c1ccco1 (configuration not stated),i,i,i,i,i,i,1.4,8.8,i,-0.5,i
CN(C(=O)Nc1cnccc1C(F)(F)F)C1CCCCC1,i,i,i,i,i,i,1.9,-3.6,i,-10.3,i
O=C(Nc1ccccc1)c1ccc(S(=O)(=O)NCc2cccnc2)cc1,i,i,i,i,i,i,-0.5,-2.7,i,-2.7,i
Cc1ccc(Cl)cc1NC(=O)COC(=O)c1ccccc1O,i,i,i,i,i,i,-0.1,-9.0,i,-8.7,i
COc1ccc2nc(NC3=NC(C(=O)Nc4ccc(C)cc4)CC(=O)N3)nc(C)c2c1 (configuration not stated),i,i,i,i,i,i,-32.7,-7.5,i,-27.5,i
CC(C)C(C)N(Cc1ccc(C(=O)O)cc1)C(=O)c1ccc2ccccc2n1 (configuration not stated),i,i,i,i,i,i,1.1,0.3,i,-6.1,i
Cc1cc(C)c(-c2noc(C(=O)OC(C)(C)C)c2C(=O)OC(C)(C)C)c(C)c1,i,i,i,i,i,i,0.0,71.5*,i,-4.1,i
